PGK inhibitor = T. brucei PGK inhibition; PGK/GAPDH coupled, Kinase-Glo luminescence, 60 min; Potency, µM (doses to about 57.5 µM), for the others: top-dose activity change, negative = inhibition, hits mostly inhibitors; P07378; 380,000 compounds, 0.043% hits; AID 602233; also: potency is read from the fitted curve at half-maximal effect; % is scaled to controls: 0 for no effect and ±100 for the full control effect; nearly all actives have a fitted effect of over 60% in size
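Recombinant glycosomal PGK reaction used 1,3-bisphosphoglycerate generated in-well by GAPDH (100nM final) in 100mM TEA pH 7.6, 5mM MgCl2, 0.01% Tween-20. After 60 minutes at room temperature, ATP was read by Kinase-Glo Plus luminescence end-point.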
GLS inh = glutaminase GLS (human) inhibition | GLS enzymatic activity, qHTS titration | Potency, µM (doses to about 45.5 µM), for the others: at the highest dose activity change, negative = inhibition, most hits filed as inhibitors | 410,000 compounds, 0.21% hits | AID 624170; also: potency is read from the fitted curve at half-maximal effect; % is scaled to controls: 0 for no effect and ±100 for the full control effect
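Glutamate formation by hKGA was monitored fluorometrically using coupled glutamate oxidase, HRP and Amplex Red. Substrate was added as 1 mM L-glutamine solution; incubation was 30 min at RT after an initial read.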
PI4K2A inh = inhibitors of human PI4K2A. Q9BTU6. purified PI4K2A, ADP-Glo luminescence, 1 h; hits give low values. activity change, negative = inhibition, % at 76.9 µM. 420,000 compounds, 0.13% hits; in the data active = activity change below about -50%; inconclusive = mostly about -30% to -49%;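 also: -100% = wells without enzyme as full effect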
Target sequence (Q9BTU6 whole entry, looked up): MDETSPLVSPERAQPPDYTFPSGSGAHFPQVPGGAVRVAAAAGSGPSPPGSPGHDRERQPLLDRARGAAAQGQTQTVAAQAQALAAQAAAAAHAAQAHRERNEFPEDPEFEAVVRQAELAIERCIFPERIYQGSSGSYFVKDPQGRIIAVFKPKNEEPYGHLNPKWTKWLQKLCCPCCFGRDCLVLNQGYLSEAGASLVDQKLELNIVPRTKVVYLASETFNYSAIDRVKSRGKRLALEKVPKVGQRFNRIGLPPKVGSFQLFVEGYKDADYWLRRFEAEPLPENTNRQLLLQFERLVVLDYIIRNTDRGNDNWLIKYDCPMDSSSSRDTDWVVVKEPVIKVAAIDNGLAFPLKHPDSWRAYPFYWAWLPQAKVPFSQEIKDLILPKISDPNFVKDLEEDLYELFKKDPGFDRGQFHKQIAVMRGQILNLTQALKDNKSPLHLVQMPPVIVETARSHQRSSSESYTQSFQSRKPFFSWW
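Compounds are screened against recombinant PI4K2A using PI as substrate and ATP, the latter dispensed at 300 microM. Reactions run one hour at ambient temperature before ADP-Glo detection; full inhibition defined by wells lacking enzyme.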
HP1b binding inh = HP1-beta chromodomain-methylated histone interaction inhibition; P83916; AlphaScreen HP1-beta / biotin-H3K9me3 peptide binding; Potency, µM (doses to about 114 µM), inactives show at the top dose activity change, negative = inhibition, hits mostly inhibitors; 390,000 compounds, 0.56% hits; AID 540317; also: potency is read from the fitted curve at half-maximal effect; nearly all actives have a fitted effect of over 70% in size; inactives centre near 23
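AlphaScreen: HP1-beta (50 nM) preformed 30 min with biotin-H3(1-18)K9me3 peptide (50 nM) in PBS pH 7.4, 0.01% Tween-20. Compound added for 30 min at RT, then streptavidin donor/nickel chelate acceptor beads (10 ug/mL) for 30 min.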
Pin1 inhibitor = human Pin1 inhibition | Pin1 FP peptide displacement, HiFluor488, 10 min | Potency, µM (titrated, usually from 115 µM), for inactives: at the highest dose activity, negative = inhibition, hits mostly inhibitors | 390,000 compounds, 0.009% hits; active = well fitted inhibition curve with a large enough effect in the polarisation, with a control signal flat, not every such curve was filed as active; inconclusive = small, poorly fitted or top-dose-only effect, or effect the other way, or a change in a side signal; inactive = no such curve, though single readings can be large or run the other way; the % refers to the polarisation; also: potency is read from the fitted curve at half-maximal effect; % is scaled to controls: 0 for no effect and ±100 for the full control effect
USP1 inh = blocks the human USP1/UAF1 deubiquitinase complex; O94782; recombinant USP1/UAF1, Ub-Rhodamine cleavage fluorescence; Potency, µM (top dose mostly 57.1 µM), inactives show at the highest dose activity change, negative = inhibition, actives largely listed as inhibitors; 390,000 compounds, 0.23% hits; AID 743255; also: potency is read from the fitted curve at half-maximal effect; % is scaled to controls: 0 for no effect and ±100 for the full control effect; nearly all actives have a fitted effect of over 60% in size; inactives centre near -12
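Step one: compound is pinned into 1nM USP1/UAF1 in HEPES pH 7.8 buffer with TCEP. Step two: 15 min room-temperature incubation. Step three: Ub-Rho (150nM final) starts cleavage, tracked by fluorescence over six one-minute reads.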
IDH1 R132H inh = blocks human mutant IDH1 R132H enzyme. IDH1-R132H enzyme, NADPH consumption, diaphorase/resazurin fluorescence. O75874. Potency, µM (series often up to 76.6 µM), for inactives: at the top dose activity change, negative = inhibition, usual class: inhibitors. 390,000 compounds, 0.093% hits; also: potency is read from the fitted curve at half-maximal effect; % is scaled to controls: 0 for no effect and ±100 for the full control effect; nearly all actives have a fitted effect of over 65% in size
Target sequence (O75874 whole entry R132H, stated change not applied): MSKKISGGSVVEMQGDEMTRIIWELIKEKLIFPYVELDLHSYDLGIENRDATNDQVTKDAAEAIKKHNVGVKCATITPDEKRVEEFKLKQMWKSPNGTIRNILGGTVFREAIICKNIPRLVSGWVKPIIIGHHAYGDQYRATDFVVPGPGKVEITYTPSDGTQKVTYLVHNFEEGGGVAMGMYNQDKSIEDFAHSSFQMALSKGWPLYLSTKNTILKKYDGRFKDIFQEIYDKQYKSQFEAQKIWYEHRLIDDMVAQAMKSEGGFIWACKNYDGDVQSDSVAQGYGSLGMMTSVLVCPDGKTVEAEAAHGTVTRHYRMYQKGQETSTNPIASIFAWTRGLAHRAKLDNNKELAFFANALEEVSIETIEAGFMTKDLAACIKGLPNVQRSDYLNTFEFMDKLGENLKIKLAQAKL
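IDH1-R132H (0.5 ug/mL dispensed) in pH 7.5 Tris buffer was preincubated 30 min with compound, then given a substrate mix of 0.016 mM NADPH and 2 mM alpha-KG for 80 min at room temperature; remaining NADPH was read by diaphorase/resazurin fluorescence.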
TrxR1 substrate = substrates of rat thioredoxin reductase 1; O89049; purified TrxR1 substrate turnover, NADPH consumption readout; Potency, µM (series often up to 114 µM), inactives show at the highest dose activity change, negative = substrate turnover; 390,000 compounds, 0.01% hits; AID 588456; also: potency is read from the fitted curve at half-maximal effect; % is scaled to controls: 0 for no effect and ±100 for the full control effect; nearly all actives have a fitted effect of over 50% in size
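Rat TrxR1, dispensed at 90 nM, was prereduced with 400 uM NADPH (final) for 5 min at ~22 deg C, then incubated with compound 15 min before 400 uM selenite. A first-read NADPH fluorescence drop versus no-compound background flagged substrates.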
rTrxR1 inhibitor = rat TrxR1 inhibition; O89049; recombinant rTrxR1, NADPH fluorescence consumption, selenite substrate; Potency, µM (highest dose often 114 µM), for inactives: top-dose activity change, negative = inhibition, hits mostly inhibitors; 390,000 compounds, 1% hits; also: potency is read from the fitted curve at half-maximal effect; % is scaled to controls: 0 for no effect and ±100 for the full control effect; nearly all actives have a fitted effect of over 65% in size
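Rat TrxR1 (90 nM in the dispensed reagent) was pre-reduced with 400 uM NADPH for 5 min at room temperature, then incubated with compound for 15 min. After 400 uM selenite was added, NADPH fluorescence (Ex 340/Em 450 nm) was followed for 8 min.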
* hit, by the source's call; i = inactive; ? = inconclusive; / = not tested or not shown; & = joins results of further samples; [ ] = remark or other dose. Unless noted, calls follow the shape of the dose curve; as a rule, active = well fitted curve in the direction sought with a large enough effect; inconclusive = small, poorly fitted or top-dose-only effect, or another doubt; inactive = no such curve, though single readings can be large; an effect the other way counts as inactive or inconclusive.

HP1b binding inh	TrxR1 substrate	PI4K2A inh	rTrxR1 inhibitor	Pin1 inhibitor	USP1 inh	GLS inh	PGK inhibitor	IDH1 R132H inh	smiles
31%	2%	1	12%	-6%	-26%	0%	0%	2%	COc1cccc(-c2nn(-c3ccc(C)cc3)cc2C(=O)N(C)CC(=O)Nc2cccc(F)c2)c1
14%	12%[57.1 µM]	-2	10%	0%	-12%	7%	-7%	4%	CC(C)Cc1c(O)nc(SCC(=O)Nc2ccc3c(c2)CCC3)[nH]c1=O
2%	7%	-4	12%[57.1 µM]	3%	-16%	-1%	-11%	9%	O=C(NC(Cc1ccccc1)C(=O)O)C1CCCCC1 (stereo unspecified)
-81%	15%[57.1 µM]	-4	-11%[57.1 µM]	-14%	-13%	9%	i	8%	CCOc1c(Br)cc(CNc2ccc3c(c2)OCCO3)cc1OC
41%[activator]	-8%	-1	15%	2%	-14%	-3%	3%	-5%	Cc1ccc(S(=O)(=O)N2CCC(C(=O)OC(C)C(=O)NC3CCCCC3C)CC2)cc1C (stereo unspecified)
18%	-1%	0	5%	7%	-8%	17%	-3%	21%	CCOc1ccccc1NS(=O)(=O)c1c(C)noc1C
17%	63%[activator]	7	12%	1%	1%	12%	-6%	-8%	C#CCn1c(-c2cccs2)nc2ccccc21
?	6%[57.1 µM]	-4	13%[11.4 µM]	2%	-21%	?	11%	23%	Cc1ccccc1NC(=O)N1CCN(S(=O)(=O)c2ccccc2)CC1
40%[activator]	8%	?	2%	?	?	-1%	9%	6%	COc1ccc(N2Cc3cccc(C(=O)Nc4ccc(F)cc4)c3C2=O)cc1
-15%	10%	1	16%	-2%	-8%	-4%	7%	0%	CC1CCCCN1C(=O)CSc1nc(C2CC2)nc2c1cnn2-c1ccccc1 (stereo unspecified)
21%	531%[activator][57.1 µM]	-4	146%[activator][57.1 µM]	12%	-18%	4%	7%	0%	Cc1ccc(CNC(=O)c2cc3c(=O)n4ccccc4nc3n(CC3CCCO3)c2=N)cc1 (stereo unspecified)
-15%	3%	-3	-14%	4%	-8%	35%	-16%	4%	COc1ccccc1NC(=S)N1CCN(C/C=C/c2ccccc2)CC1
36%	-13%	4	-17%	-11%	-14%	-10%	-1%	-1%	Cn1cc(S(=O)(=O)N2CCNCC2)cc1C(N)=O
15%	-9%	0	0%	?	-26%	4%	-13%	-1%	Cc1cc(C)c2[nH]c(O)c(N=NC3=NC(=O)CS3)c2c1
7%	2%	-2	10%	-18%	-4%	2%	-1%	1%	O=C(/C=C/c1cc([N+](=O)[O-])ccc1OC(F)F)Nc1ccc(OC(F)F)cc1

At a glance, 3 of the compounds above.
HP1b binding inh	TrxR1 substrate	PI4K2A inh	rTrxR1 inhibitor	Pin1 inhibitor	USP1 inh	GLS inh	PGK inhibitor	IDH1 R132H inh	smiles
18%	-1%	0	5%	7%	-8%	17%	-3%	21%	CCOc1ccccc1NS(=O)(=O)c1c(C)noc1C
17%	63%[activator]	7	12%	1%	1%	12%	-6%	-8%	C#CCn1c(-c2cccs2)nc2ccccc21
?	6%[57.1 µM]	-4	13%[11.4 µM]	2%	-21%	?	11%	23%	Cc1ccccc1NC(=O)N1CCN(S(=O)(=O)c2ccccc2)CC1

(list continues)
HP1b binding inh	TrxR1 substrate	PI4K2A inh	rTrxR1 inhibitor	Pin1 inhibitor	USP1 inh	GLS inh	PGK inhibitor	IDH1 R132H inh	smiles
19%	-13%[57.1 µM]	6	30%[57.1 µM]	-2%	-18%	9%	i	4%	CN(C)C(CNC(=O)c1c(F)cccc1Cl)c1ccco1 (stereo unspecified)
37%	0%[57.1 µM]	-1	4%[57.1 µM]	35%[activator]	-23%	-11%	-4%	-3%	CC(=O)Nc1ccc(NC(=O)CSc2ccc(-c3ccc(-n4ccnc4)cc3)nn2)cc1
42%[activator]	-9%	5	3%	-5%	1%	1%	-4%	2%	COc1ccc(C(=O)NC2CCN(CC(=O)Nc3cccc(OC)c3)CC2)cc1
?	2%	-2	16%	3%	-16%	27%	-2%	3%	COc1ccccc1C(=O)NCCNC(=O)c1ccco1
45%[activator]	-3%	-1	5%	3%	-25%	18%	i	12%	Oc1cccc(/C=N/Nc2ccc(Cl)nn2)c1
20%	3%	3	6%	-1%	-3%	19%	2%	7%	O=C(CSc1nnc(C2CC2)n1CC1CCCO1)Nc1ccc(Cl)cc1 (stereo unspecified)
14%	4%[57.1 µM]	-18	-7%	?	1%	6%	4%	3%	Cc1cc2ccccc2c(=O)n1CC(=O)Nc1ccc2c(c1)OCO2
40%[activator]	10%	0	12%	-1%	-12%	-2%	-5%	6%	C/C(=C/c1ccccc1)C(=O)N1CCC(C)CC1
11%	-19%	-7	-15%	73%[activator]	-18%	15%	-9%	4%	Cn1c(=O)[nH]c(Nc2ccc(F)cc2)c([N+](=O)[O-])c1=O
18%	-11%	5	8%	2%	-2%	10%	-5%	3%	COc1ccc(N2CC(C(=O)NC3=NCCS3)CC2=O)cc1 (stereo unspecified)
-9%	0%&-1%	-1	2%&0%	6%	-23%	12%	-2%	?	COc1cc(-c2noc(C)c2C#Cc2ccc(N)cc2)cc(OC)c1OC
47%[activator]	3%	-2	14%	3%	-1%	-9%	-4%	6%	CCc1ccc(OCC(=O)Nc2ncn[nH]2)c(Br)c1
27%	1%	/	2µM*	0%	/	/	/	/	Cc1ccc(F)cc1NC(=O)COC(=O)c1ccc(S(C)(=O)=O)c([N+](=O)[O-])c1
17%	6%	4	18%[57.1 µM]	4%	-21%	-4%	-6%	2%	COc1ccc(F)c(CN2CCC(n3nccc3NC(=O)C3CCOC3)CC2)c1 (stereo unspecified)
/	/	-5	/	/	-20%	35%[activator]	6%	-3%	C[C@@H]1CCCCO[C@@H](CN(C)S(C)(=O)=O)[C@@H](C)CN([C@H](C)CO)C(=O)c2cc(N(C)C)ccc2O1

Further structures
HP1b binding inh	TrxR1 substrate	PI4K2A inh	rTrxR1 inhibitor	Pin1 inhibitor	USP1 inh	GLS inh	PGK inhibitor	IDH1 R132H inh	smiles
-22%	-7%	0	-13%	9%	?	-2%	-4%	4%	COc1ccc(OC)c(NC(=O)Cc2coc3ccc4ccccc4c23)c1
30%	12%	-2	17%	-1%	-19%	1%	3%	11%	Cc1nn(Cc2ccc(Cl)cc2Cl)c(C)c1NC(=O)c1nn(C)cc1Cl
/	/	4	/	/	-18%	-6%	-4%	2%	CCN(CC(=O)Nc1ccccc1C(F)(F)F)CC(=O)c1[nH]c(C)c(C(C)=O)c1C
19%	-1%	-2	?	0%	12%	9%	-6%[11.5 µM]	5%	Cc1cc(/C=C2/SC(=O)N(CC(=O)OC(C)C)C2=O)c(C)n1C
13%	2%	-1	18%	2%	2%	17%	i	2%	O=C(Nc1ccc2c(c1)OCO2)N1CCN(c2ncccn2)CC1
?	0%[57.1 µM]	-9	6%[57.1 µM]	-12%	-18%	16%	-2%	-1%	CCC(C)NCCOCCOc1ccc(Br)cc1 (stereo unspecified)
28%	-4%	-2	-6%	3%	-26%	-5%	i	9%	COC(=O)CSc1nc(C)cc(N2CCOCC2)n1
34%	-6%[57.1 µM]	-2	8%[57.1 µM]	-7%	-16%	-6%	i	1%	O=C(O)c1oc2ccccc2c1CSCc1ccccc1
48%[activator]	3%	-2	7%	-12%	-26%	-2%	i	3%	COc1ccc(CNC(=O)[C@@H](NC(=O)C2CCN(C(=O)[C@@H](N)Cc3ccccc3)CC2)C(C)C)cc1
23%	-7%	3	-12%	-1%	-17%	1%	-8%	8%	Cc1cccc(C)c1OCc1cc(C(=O)N(C)CCc2ccccn2)no1
22%	1%	-3	17%	-11%	-4%	4%	-9%	-8%	O=C(NCCCN1CCCCC1)C1CCN(S(=O)(=O)N2CCC3(CC2)OCCO3)CC1

Profiles from above. Screens in order: HP1b binding inh | TrxR1 substrate | PI4K2A inh | rTrxR1 inhibitor | Pin1 inhibitor | USP1 inh | GLS inh | PGK inhibitor | IDH1 R132H inh
Results for CC1CCCCN1C(=O)CSc1nc(C2CC2)nc2c1cnn2-c1ccccc1 (stereo unspecified) : -15% | 10% | 1 | 16% | -2% | -8% | -4% | 7% | 0%
Results for Cn1c(=O)[nH]c(Nc2ccc(F)cc2)c([N+](=O)[O-])c1=O : 11% | -19% | -7 | -15% | 73%[activator] | -18% | 15% | -9% | 4%

Compound activity from PubChem.

This is a subset. The share of hits here may be higher or lower than overall.
